Screening data from PubChem BioAssay.
Furin inhibitor – human furin inhibitors, primary screen, biochemical, fluorescence intensity. P09958. AID 463115, 2010. purified furin, fluorogenic substrate cleavage. inhibition, % at 30 µM. actives 0.061% (n = 220,000); in the data active = inhibition above about 25%; note: inactives centre near -15
Runt-SMMHC FRET – inhibitors of RUNX1 Runt–CBFb-SMMHC binding, primary screen, biochemical, FRET, Cerulean-Runt, Venus-CBFb-SMMHC, uHTS; Runt-related transcription factor 1 (Homo sapiens) + Core-binding factor subunit beta …; Cerulean-Runt/Venus-CBFb-SMMHC FRET ratio 530/480, 1 h; inhibition, % at 20 µM; actives 0.74% (n = 220,000);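 active = mean inhibition across duplicate retests at 20 µM reaching about 50%, limit read from the data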;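 note: 0% = DMSO wells and 100% = wells with excess untagged CBFb-SMMHC; inhibitors lower the FRET ratio by blocking Runt binding to CBFb-SMMHC; some results filed as inactive read as strong as hits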
Runt-CBFb FRET – inhibitors of RUNX1 Runt–CBFb binding, primary screen, biochemical, FRET, Cerulean-Runt, Venus-CBFb, uHTS; inhibition, % at 20 µM; Runt-related transcription factor 1 (Homo sapiens) + Core-binding factor subunit beta …; Cerulean-Runt/Venus-CBFb FRET ratio 530/480, 1 h; actives 0.46% (n = 220,000); AID 1496, 2009;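 active = inhibition over about 50% at 20 µM in the single-dose screen, limit read from the data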;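 note: 0% = DMSO wells and 100% = excess unlabeled CBFb competitor control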
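System: Cerulean-labeled Runt domain protein | Quantity: 100 nM of each labeled protein | Schedule: 1 h compound exposure, room temperature | Detection: Fluorescence energy transfer, 422 nm excitation, 530/480 nm emission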
NCF1 inh – p47phox/p22phox peptide binding inhibitors, primary screen, biochemical, uHTS, NADPH oxidase regulatory subunit; Neutrophil cytosol factor 1 (Homo sapiens), P14598; fluorescence polarization, 2 h; inhibition, % at 24.7 µM; actives 0.53% (n = 220,000);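 active = inhibition above about 30%, limit read from the data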;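 note: 0% = p47phox with labelled peptide and 100% = labelled peptide alone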
Target sequence (P14598 whole entry, looked up): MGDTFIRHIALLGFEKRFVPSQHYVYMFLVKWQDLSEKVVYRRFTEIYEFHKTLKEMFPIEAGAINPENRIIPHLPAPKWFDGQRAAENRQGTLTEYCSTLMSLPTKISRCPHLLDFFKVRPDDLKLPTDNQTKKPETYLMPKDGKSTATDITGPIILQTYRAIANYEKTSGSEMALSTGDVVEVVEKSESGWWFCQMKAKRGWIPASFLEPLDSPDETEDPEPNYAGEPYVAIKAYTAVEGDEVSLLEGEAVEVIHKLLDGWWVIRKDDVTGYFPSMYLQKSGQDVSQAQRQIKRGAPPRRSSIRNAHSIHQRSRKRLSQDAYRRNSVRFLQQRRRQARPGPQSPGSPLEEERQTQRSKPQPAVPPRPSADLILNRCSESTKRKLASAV
RBBP9 inhibitor – human RBBP9 inhibitors, primary screen, biochemical, fluorescence polarization, FP-Rh probe, HTS | actives 0.2% (n = 220,000) | recombinant RBBP9 | AID 1515, 2009 | inhibition, % at 7.94 µM | Serine hydrolase RBBP9 (Homo sapiens), O75884;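 active = inhibition above the campaign mean of all tested compounds plus 3 SD, cut at about 14% in these data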;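 note: plate controls were DMSO wells with RBBP9 for no effect and wells lacking RBBP9 protein for full effect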
Target sequence (O75884 whole entry, looked up): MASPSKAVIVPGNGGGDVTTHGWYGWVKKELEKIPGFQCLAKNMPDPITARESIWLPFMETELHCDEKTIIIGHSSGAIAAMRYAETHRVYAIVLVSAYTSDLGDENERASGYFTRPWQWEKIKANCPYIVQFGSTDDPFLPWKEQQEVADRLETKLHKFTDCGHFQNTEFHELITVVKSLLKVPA
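System: RBBP9 protein / Quantity: 2.5 µM RBBP9 dispensing solution, before mixing / Also added: Serine-hydrolase probe FP-Rh, 375 nM pre-mixing / Dosing: 7.94 µM single dose, 0.794% DMSO / Timing: enzyme-compound preincubation 30 min, then probe labeling 45 min, 25 °C / Signal: FP readout at 525/598 nm / Controls: DMSO-treated enzyme wells and wells lacking RBBP9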
p97 ATPase inh – inhibitors of human p97 ATPase, primary screen, biochemical; actives 0.42% (n = 220,000); AID 1481, 2009; recombinant p97 ATPase, Kinase-Glo ATP luminescence, 3 h; Transitional endoplasmic reticulum ATPase (Homo sapiens), P55072; inhibition, % at 8 µM; in the data active = inhibition above about 15%;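 note: 0% = DMSO vehicle and 100% = wells lacking enzyme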
EBV gp42 block – Epstein-Barr virus gp42 inhibitors, primary screen, biochemical, uHTS, fluorescence polarization; Glycoprotein 42 (Epstein-Barr virus (strain AG876)), Q1HVG2; Fluorescence polarization binding assay, mP read-out; inhibition, % (tested at 21.74 µM); actives 0.42% (n = 220,000); in the data active = inhibition above about 50%
Target sequence (Q1HVG2 whole entry, looked up): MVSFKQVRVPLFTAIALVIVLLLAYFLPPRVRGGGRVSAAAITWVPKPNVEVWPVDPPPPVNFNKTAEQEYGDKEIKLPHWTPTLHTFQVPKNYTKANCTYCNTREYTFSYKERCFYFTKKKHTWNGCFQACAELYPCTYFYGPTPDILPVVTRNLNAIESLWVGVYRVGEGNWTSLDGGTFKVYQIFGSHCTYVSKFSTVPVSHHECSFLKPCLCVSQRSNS
TbHK1 inh – Trypanosoma brucei hexokinase 1 inhibitors, primary screen, biochemical, G6PDH-coupled NADH absorbance, MLSCN library. hexokinase 1 [Trypanosoma brucei]. recombinant TbHK1, G6PDH-coupled NADH A340. inhibition, % at 10 µM. actives 0.11% (n = 220,000);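 active = inhibition of 50% or more in the single-dose primary screen; inactive = inhibition below 50%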
m-calpain inh – inhibitors of pig calpain II, primary screen, biochemical, fluorogenic peptide substrate, 1536-well; inhibition, % at 16 µM; purified calpain II, 30 min; actives 0.37% (n = 220,000);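 active = inhibition above about 50%, limit read from the data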
* hit, by the source's call; i = inactive; / = no result given; [ ] = remark or other dose. Some of the compounds tested; count on the stated rates, not on these rows.

SMILES	Furin inhibitor	Runt-SMMHC FRET	Runt-CBFb FRET	NCF1 inh	RBBP9 inhibitor	p97 ATPase inh	EBV gp42 block	TbHK1 inh	m-calpain inh
CCOC(=O)C(O)(c1cn(C)c2ccccc12)C(F)(F)F (centres undefined)	-7	-43	-1	-4	-10	-7	-18	2	-45
Cc1ccc(-n2c(/C=C/c3ccc4c(c3)OCO4)nc3ccccc3c2=O)cc1	7	2	-1	1	1	4	15	-8	15
COCCCNC(=O)c1c(NC(=O)c2ccco2)n(Cc2ccccc2)c2nc3ccccc3nc12	-25	/	42	-28	3	24*	-47	-22	i
Nc1c(C(=O)NC2CCCC2)c2nc3ccccc3nc2n1CC1CCCO1 (centres undefined)	-34	82*	22	-48	-2	-3	-1	-20	-493
COc1ccc(NC(=O)c2c(C)nn(Cc3ccccc3Cl)c2Cl)cc1Cl	-1	-4	0	8	-6	5	-5	-8	0
Cc1ccc2c(c1)CC1(CN2C)C(=O)NC(=O)N(CCc2ccccc2)C1=O (centres undefined)	-23[20 µM]	0	3	5	1	1	-2	-3	17
O=C(Cc1ccccc1)OCCN1CCOCC1	-15	6	0	3	2	4	-2	5	-12
COc1ccc(C(=O)C(Cc2ccccc2)N(C)C)cc1 (centres undefined)	-16[20 µM]	2	1	-9	2	3	-2	1	18
COc1ccc(C=C2C(=O)N(C)C(=O)N(C)C2=O)cc1COc1ccc(NC(C)=O)cc1	-21	0	-2	-4	-4	7	-9	-5	-20
Cc1nn(-c2ccccc2)c2c1C(c1ccc3c(c1)OCO3)SCC(=O)N2 (centres undefined)	-15[20 µM]	-5	2	-6	-2	6	-27	-3	0
c1ccc2c(CCNC3CCCCC3)c[nH]c2c1	-10	-1	0	1	-7	2	1	-1	-7
O=C1NC(=O)C(CCc2ccncc2)(Cc2cccc(Cl)c2Cl)C(=O)N1c1ccc(Br)cc1 (centres undefined)	-10	1	-2	6	-10	0	8	-2	-46
O=C1NC(=O)C(=Cc2cc(Cl)ccc2OCc2ccc(C(=O)O)cc2)C(=O)N1	-29	8	13	-5	5	5	-10	-3	-14
CCOc1cccc(CNC2CN3CCC2CC3)c1 (centres undefined)	-25[20 µM]	1	1	-6	0	-5	-2	-4	-47
CCC(C)N=Cc1c(O)n(-c2ccccc2)c(=O)[nH]c1=O (centres undefined)	-14[20 µM]	20	34	-11	-1	1	-26	-3	1
COC(=O)C(O)(c1c[nH]c2ccccc12)C(F)(F)F (centres undefined)	-19	0	-1	9	5	6	-16	4	-11
O=C(NC1CN2CCC1CC2)c1cc(Cl)c([N+](=O)[O-])c2nc[nH]c12 (centres undefined)	-11	-1	-1	4	-8	0	1	-8	-9
CCn1nc(/C=C/c2ccccc2)nc2c(=O)n(C)c(=O)nc1-2	-19	-3	-2	-7	-4	34*	-14	18	38
O=c1[nH]c(=O)n(Cc2ccccc2)c(O)c1C=NCCN1CCOCC1	-15	-3	0	0	-5	-2	-3	-4	9
CN(C)c1ccc(/C=C2\C(=O)NC(=O)N(Cc3ccc(F)cc3)C2=O)cc1	-16	-3	0	97*	-10	5	-37	-13	-12
Cc1ccc(C(O)(C(=O)NNC(=O)CN2CCN(C)CC2)c2ccc(C)cc2)cc1	-26	-4	4	-1	-8	4	0	1	0
OC(c1ccccc1)(c1ccccc1)C1CCCN1 (centres undefined)	-17	3	/	2	-6	1	1	-2	-5
CCCC/C(=N/O)c1c(C)[nH]c2ccccc12	-24	1	0	-9	-6	2	-16	-3	-12
CSc1nnc([C@@H](N)Cc2ccccc2)o1	-25	1	-1	-8	-1	3	-4	-3	10
CC(Cc1ccccc1Sc1ccc(O)cc1)N(C)C (centres undefined)	-17[20 µM]	0	1	-4	-2	3	-2	10	-27
COc1ccccc1NC1=NCCS1	-14[20 µM]	-2	3	-8	-12	-3	-10	27	1
COc1ccc(C=O)cc1O	-14	2	-3	-15	-6	6	-19	-4	-15
O=C(CN1CC(c2ccccc2)CC1=O)Nc1cccc(F)c1 (centres undefined)	-16	1	-3	-1	-4	-7	-7	2	17
Nc1c(C(=O)OC2CCCCC2)c2nc3ccccc3nc2n1CC1CCCO1 (centres undefined)	-55	106*	54*	/	-1	2	/	-13	/
COc1ccc(CCn2c(O)c(C=Nc3ccc(NC(C)=O)cc3)c(=O)[nH]c2=O)cc1OC	-3	-20	-1	-34	0	0	-33	-41	-328

A draw from above in order of count of non-hydrogen atoms, falling:
SMILES	Furin inhibitor	Runt-SMMHC FRET	Runt-CBFb FRET	NCF1 inh	RBBP9 inhibitor	p97 ATPase inh	EBV gp42 block	TbHK1 inh	m-calpain inh
COc1ccc(CCn2c(O)c(C=Nc3ccc(NC(C)=O)cc3)c(=O)[nH]c2=O)cc1OC	-3	-20	-1	-34	0	0	-33	-41	-328
Cc1ccc(C(O)(C(=O)NNC(=O)CN2CCN(C)CC2)c2ccc(C)cc2)cc1	-26	-4	4	-1	-8	4	0	1	0
COC(=O)C(O)(c1c[nH]c2ccccc12)C(F)(F)F (centres undefined)	-19	0	-1	9	5	6	-16	4	-11
CCCC/C(=N/O)c1c(C)[nH]c2ccccc12	-24	1	0	-9	-6	2	-16	-3	-12
CSc1nnc([C@@H](N)Cc2ccccc2)o1	-25	1	-1	-8	-1	3	-4	-3	10

Additional results
SMILES	Furin inhibitor	Runt-SMMHC FRET	Runt-CBFb FRET	NCF1 inh	RBBP9 inhibitor	p97 ATPase inh	EBV gp42 block	TbHK1 inh	m-calpain inh
N=C(N)c1c(O)n(C2CCCCC2)c(=O)n(C2CCCCC2)c1=O	-17[20 µM]	-3	-2	-11	-10	1	3	9	2
O=C(C1CC(c2ccc(Cl)c(Cl)c2)=NO1)N1CCC2(CC1)OCCO2 (centres undefined)	-12[20 µM]	1	0	-1	-8	-9	1	-2	-1
COc1ccc(CN2C(=O)CC(=O)NC2=S)cc1	-19	/	/	-172	-8	0	-15	0	29
CC(=NCCCN1CCOCC1)c1c(O)n(Cc2ccccc2)c(=O)[nH]c1=O	-5	-7	-2	-7	-7	6	-7	-2	-7
CN1C(=O)C(Cc2nc3ccccc3c(=O)n2-c2ccccc2)c2ccccc21 (centres undefined)	-7	3	0	-5	-6	4	-9	11	-28
CN(C)c1ccc(/C=C2\C(=O)NC(=O)N(CCc3ccc(F)cc3)C2=O)cc1	-4	-6	3	10	-9	1	22	-32	-10
COc1ccc(CC2(CCc3ccccn3)C(=O)NC(=O)N(c3ccccc3C)C2=O)cc1OC (centres undefined)	-10	/	/	-4	-3	0	-8	4	23
COC(=O)c1ccc(N2C(=O)CC(N3CCC(n4c(=O)[nH]c5ccccc54)CC3)C2=O)cc1 (centres undefined)	-26[20 µM]	-4	1	2	-8	2	-14	2	21
O=c1[nH]c(=O)n(Cc2ccco2)c(O)c1C=NC1CC1	-10	1	4	-17	-3	2	-17	12	-14
Cn1c(O)c(C=NCCN2CCNCC2)c(=O)[nH]c1=O	-17	-8	2	3	3	7	-10	-8	-3
CC(=NCc1ccco1)c1c(O)n(-c2ccc(Cl)cc2)c(=O)[nH]c1=O	-19	2	0	6	-7	9	-5	0	-15
Cc1nc2ccccc2c(=O)n1-c1cccc(O)c1	-23[20 µM]	1	-2	4	-8	2	-9	5	0
Cc1cc(Br)c(NC(=O)CN2CC=C(c3ccccc3)CC2)c(Br)c1	-22	0	1	-21	-10	-2	-7	6	15
O=c1c2ccccc2nc(-c2ccco2)n1-c1cccnc1	-16	0	0	0	-7	-4	-16	-17	-11
CN1CCc2nc3sc(C(=O)NC(C)(C)C)c(N)c3cc2C1	-17[20 µM]	-3	/	-12	-5	2	6	-8	-11
CCOC(=O)C(O)(c1ccc(N)c(OC)c1)C(F)(F)F (centres undefined)	-25	4	1	1	3	3	-1	1	-6
CCN1C(=O)C(=C2C=C(C)N(Cc3ccco3)C(C)=C2)C(=O)N(CC)C1=S	-26	46	45	-11	-11	5	-12	-11	5
O=c1[nH]c(=O)n(-c2cccc3ccccc23)c(O)c1C=NCc1ccc2c(c1)OCO2	-18[20 µM]	-3	2	-19	-7	9	-19	-1	-60
Cc1ccc(N2C(=O)/C(=C/N3CCN(C(=O)c4ccco4)CC3)C(=O)NC2=S)cc1C	8[20 µM]	5	-1	-71	-12	-4	-23	10	6
CC(C)N1CCN(Cc2cccc([N+](=O)[O-])c2)CC1	-27	1	11	-7	-6	5	-21	-6	-18
CC1CCCCN1Cc1cccnc1 (centres undefined)	-21	-2	-1	5	1	4	-20	3	-6
CCc1nc2ccccc2c(=O)n1-c1ccccc1[N+](=O)[O-]	-17	2	1	-15	-4	3	-4	-2	0
O=C1NC(=O)N(Cc2ccco2)C(=O)/C1=C\c1cccn1CCOc1ccccc1	-20	0	18	-53	-7	0	-8	-3	-34
Cc1sc2c(c1C)C(c1cccs1)=NCC(=O)N2CC(=O)NCc1cccs1	-8	3	0	1	1	1	-15	-5	-19
CC(=NCCc1ccccc1)c1c(O)n(C)c(=O)n(C)c1=O	-19	0	2	-10	1	4	-25	0	0
Cc1ccc(NC(=O)c2cc(-c3ccccc3)n(CCCN3CCOCC3)c2C)cc1	-17	1	-3	-13	-8	-5	-3	-15	20
COc1cc2[nH]c(=O)n(-c3ccc(C)cc3)c(=O)c2cc1OC	7[20 µM]	2	-1	-2	3	2	-31	-10	-21
CC(C(O)c1ccccc1)N(C)CCn1cnc2c1c(=O)n(C)c(=O)n2C (centres undefined)	-5	-1	2	-2	-6	8	-13	2	-24
O=C1OCCN1P(=O)(c1ccccc1)c1ccccc1	-27	1	-1	0	1	3	3	1	-4
C(#CCN1CCOCC1)COC/C=C/c1ccccc1	-18[20 µM]	-5	-1	-9	-7	1	-4	4	17

Taken from above.
For EBV gp42 block, O=C1OCCN1P(=O)(c1ccccc1)c1ccccc1 has the entry 3
For m-calpain inh, O=c1[nH]c(=O)n(-c2cccc3ccccc23)c(O)c1C=NCc1ccc2c(c1)OCO2 has the entry -60

(further entries)
SMILES	Furin inhibitor	Runt-SMMHC FRET	Runt-CBFb FRET	NCF1 inh	RBBP9 inhibitor	p97 ATPase inh	EBV gp42 block	TbHK1 inh	m-calpain inh
O=P(NCc1ccccc1)(Oc1ccccc1)Oc1ccccc1	-11	2	0	4	-2	-3	-11	9	27
CCCCn1c(NC(=O)c2ccco2)c(C(=O)OCC)c2nc3ccccc3nc21	-5	60*	18	-14	-4	33*	-20	-14	i
CCOC(=O)c1nc2ccccc2c(=O)n1-c1ccc(C)cc1C	-11	-1	2	-17	-5	-1	-13	9	20
CCOc1c(Cl)cc(CNCCc2c[nH]c3ccccc23)cc1OC	-17	6	0	-3	-7	2	-5	-3	39
CN1C(=O)NC(=O)/C(=C\c2ccc([N+](=O)[O-])o2)C1=O	-27	-8	6	-41	-11	-2	-4	-8	-11
